# Bioassay records (PubChem BioAssay)
# L929 necroptosis: L929 zVAD cell death inhibition. hit rate 0.38% among 220,000. AID 1377. L929 zVAD necroptosis rescue, ATP luminescence, 24 h; with zVAD 60 µM. viability rescue, % at 10 µM;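 active = activation, scaled between plate controls, above about 75%, limit read from the data; inactive = activation under that limit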;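 also: 0% = zVAD with DMSO and 100% = DMSO alone without zVAD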
# Calpain2 inh: inhibitors of pig calpain II; inhibition, % at 16 µM; hit rate 0.37% among 220,000; AID 1236; purified calpain II, fluorogenic peptide substrate, 30 min;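 active = inhibition above about 50%, limit read from the data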
# Rad51 HR inh: blocks human Rad51 in homologous recombination; hRad51 DNA strand exchange, fluorescence dequenching; hit rate 0.085% among 200,000; AID 1385; inhibition, % at 10 µM; Q06609;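 active = inhibition above 40% at the single screening dose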;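 also: 0% = DMSO control wells and 100% = blanks with heterologous ssDNA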
#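 Material: hRad51 filaments on single-stranded DNA; Reagent: Donor/quencher-labelled 47-bp dsDNA substrate; Compound: 10 µM final, single point; Schedule: 37 °C 15-min filament assembly, 30-min compound preincubation, 15-min exchange; Technique: FRET fluorescence, excitation 485 nm, emission 520 nm; Benchmarks: control wells and blank wells on each plate.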
# KCC2 mod: modulators of human KCC2 chloride dependent transport | Q9H2X9 | KCC2 cells, thallium flux FluoZin-2 fluorescence | B-score of Tl+ flux slope (higher = more flux/activation; lower = inhibition) at 10 µM | hit rate 2.2% among 190,000;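 active = thallium flux slope and its plate-corrected score both differing from the plate sample mean at a set confidence after two filtering rounds, in either direction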;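 also: slope of fluorescence scaled to starting intensity during 10 to 20 s after thallium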
# Target sequence (Q9H2X9 whole entry, looked up): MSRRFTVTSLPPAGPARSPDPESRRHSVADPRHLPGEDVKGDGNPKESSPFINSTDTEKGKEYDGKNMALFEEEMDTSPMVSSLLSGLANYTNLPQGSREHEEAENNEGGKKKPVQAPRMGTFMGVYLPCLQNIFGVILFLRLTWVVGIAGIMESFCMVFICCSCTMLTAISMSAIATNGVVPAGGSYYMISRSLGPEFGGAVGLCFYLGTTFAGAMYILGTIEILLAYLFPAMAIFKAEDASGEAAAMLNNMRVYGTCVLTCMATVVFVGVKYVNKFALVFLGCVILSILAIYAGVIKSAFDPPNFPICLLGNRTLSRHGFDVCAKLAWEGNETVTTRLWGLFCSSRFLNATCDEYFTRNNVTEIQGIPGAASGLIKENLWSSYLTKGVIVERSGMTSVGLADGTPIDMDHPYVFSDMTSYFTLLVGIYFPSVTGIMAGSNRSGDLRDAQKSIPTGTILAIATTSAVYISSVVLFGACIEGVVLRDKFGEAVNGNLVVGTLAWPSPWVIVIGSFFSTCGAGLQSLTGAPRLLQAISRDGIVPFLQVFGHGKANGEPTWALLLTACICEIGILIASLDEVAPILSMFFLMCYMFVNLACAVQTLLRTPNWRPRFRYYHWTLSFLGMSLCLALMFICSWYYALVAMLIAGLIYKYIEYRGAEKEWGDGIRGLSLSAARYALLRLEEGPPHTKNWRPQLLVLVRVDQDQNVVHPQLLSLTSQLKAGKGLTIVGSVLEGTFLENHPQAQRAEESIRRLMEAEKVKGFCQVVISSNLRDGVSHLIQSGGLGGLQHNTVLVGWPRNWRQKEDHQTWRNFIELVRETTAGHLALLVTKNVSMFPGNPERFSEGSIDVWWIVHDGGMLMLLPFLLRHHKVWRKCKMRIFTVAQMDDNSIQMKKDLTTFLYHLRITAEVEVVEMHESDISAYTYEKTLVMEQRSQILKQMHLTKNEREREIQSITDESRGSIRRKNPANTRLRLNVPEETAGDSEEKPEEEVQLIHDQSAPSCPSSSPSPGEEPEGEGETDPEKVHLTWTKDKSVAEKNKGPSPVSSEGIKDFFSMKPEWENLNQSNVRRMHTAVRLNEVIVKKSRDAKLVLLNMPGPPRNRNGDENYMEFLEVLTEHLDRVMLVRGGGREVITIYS
# MDM2 E3 inh: Mdm2 E3 ligase (human) inhibition. hit rate 0.11% among 210,000. cell-based MDM2 ubiquitination luciferase reporter, 2 h; 0 = plate control, 100 = twice control, blank-subtracted. Q00987. signal enhancement, % at 5 µM. AID 1230;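 active = signal enhancement of 30% or more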;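 also: luminescence tracks abundance of the self-degrading MDM2-luciferase fusion protein; higher signal means inhibition of MDM2 E3 ligase activity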
#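 Test system: mammalian cells stably expressing self-ubiquitinating, self-degrading MDM2 E3–luciferase fusion; Amount: 2000 cells in each well; Medium: DMEM; Schedule: 4 h settle plus 2 h compound, 37 °C; Technique: SteadyLite luciferase luminescence after 15 min room-temperature reagent incubation; Benchmarks: plate control and blank wells.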
# eIF4E-4G inh: eIF4E/eIF4G interaction inhibition in translation initiation; TR-FRET eIF4E-eIF4GI(517-606) binding, 2 h; inhibition, % at 21.7 µM; hit rate 0.37% among 220,000;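 active = inhibition above about 30%, limit read from the data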;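 also: 0% = full FRET control wells and 100% = background wells lacking eIF4GI fragment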
# PERK inhibitor: human PERK inhibition, primary cell-based screen; AID 1416; CHO PERK-DD fusion, SEAP luminescence translation reporter; hit rate 0.17% among 220,000; Q9NZJ5; inhibition, % at 5.6 µM;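 active = inhibition above the mean inhibition of all tested compounds plus 3 SD, set separately per screening campaign, cut at about 2.9% in these data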;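 also: PERK kinase domain activated by AP20187 dimerizer at 100 nM; 0% = DMSO with dimerizer and 100% = rapamycin at 8.4 µM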
# TNF necrop inh: blocks TNF-alpha induced death of Jurkat FADD-/- cells | Jurkat FADD-/- TNF necroptosis rescue, ATP luminescence, 24 h; 0 = TNF only, 100 = no-TNF cells | AID 463075 | hit rate 0.068% among 220,000 | activation (protection from cell death), % at 10 µM;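 active = activation, meaning protection from cell death, of at least 50% relative to plate controls; inactive = activation below 50%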;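 also: necroptosis triggered by 40 ng/mL TNF-alpha added together with compound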
# EBV gp42 block: inhibitors of Epstein-Barr virus glycoprotein 42 | Fluorescence polarization binding assay, mP read-out | Q1HVG2 | hit rate 0.42% among 220,000 | inhibition, % (tested at 21.74 µM); in the data active = inhibition above about 50%
# Numbers without * were called inactive; x = no result given; [ ] = remark or other dose.
SMILES,L929 necroptosis,Calpain2 inh,Rad51 HR inh,KCC2 mod,MDM2 E3 inh,eIF4E-4G inh,PERK inhibitor,TNF necrop inh,EBV gp42 block
O=C(CC1SC(=NCCc2ccccc2)N(/N=C/c2cccs2)C1=O)Nc1ccc(Cl)cc1 (centres undefined),1.5,-14.5,-1.3,-0.195,-5.2,-3.9,0.7,2.2,-15.4
CN(CCNC(=O)C1CC(=O)N(C2CCCC2)C1)Cc1ccccc1 (centres undefined),-0.7,x,-4.2,0.126,x,x,-0.2,0.6,x
Cc1cccc(NC(=O)c2sc3nc(N)c(C#N)cc3c2N)c1,2.7,-2.5,-9.7,-0.821,-0.7,-7.1,1.6,3.5,33.8
O=C(CSc1c(F)c(F)cc(F)c1F)Nc1ccc(C2SCCS2)cc1,1.4,0.0,6.4,-0.353,-2.6,-1.5,0.1,0.1,-7.5
CCOc1ccc(Cl)cc1S(=O)(=O)N1CCN(c2ccc(C)c(C)c2)CC1,-0.1,24.7,-2.5,-0.0699,-62.2,-11.7,-0.1,-2.1,-20.9
O=C(CSc1nnc(NC(=O)c2ccccc2F)s1)Nc1ccccc1F,3.0,27.8,-11.0,-0.29,-10.2,-3.0,1.7,-0.7,-4.5
CC(C)CNC(=S)Nc1ccc(Oc2ccccc2)cc1,-0.5,30.0,-1.4,-1.3,-10.5,-0.4[fluorescence artefact?],-0.4,-0.8,-1.4
CC(C)NCC(O)COC1C2CC3CC(C2)CC1C3 (centres undefined),-0.8,-8.8,x,-0.0469,-8.7,2.9,1.8,1.7,-1.9
COCCN(C(=S)Nc1c(C)cccc1C)C(C)c1ccco1 (centres undefined),-0.3,-3.8,1.7,-0.0928,x,-8.1,0.3,-0.5,-15.0
CCCN(CCC)CCCNc1ccc2nnc(-c3ccc(F)cc3)n2n1,-0.1,2.4,-6.0,-0.553,-4.0,-1.2,-1.2,-0.1,2.9
O=C(NC1CCCc2ccccc21)c1ccc2c(c1)OCO2 (centres undefined),-0.3,9.4,8.0,-0.339,-3.4,0.0,0.4,0.1,-10.4
COC(=O)c1cc(-c2ccc(Br)cc2)n[nH]1,-0.4,14.1,4.7,0.366,-20.4,-5.0,-0.2,-1.9,-24.3
CCn1c(=O)c(C(=O)CN2c3ccccc3CC2C)c(N)n(Cc2ccccc2)c1=O (centres undefined),0.1,-2.8,-9.5,-0.24,-9.0,3.0,0.0,3.9,-0.5
O=c1c2cnn(-c3ccc(F)cc3)c2ncn1Cc1cccnc1,-0.1,-33.6,-3.8,-0.37,2.1,11.8,0.5,-2.1,-2.3
CC(C)NC(=O)N1CCOCCOCCN(C(=O)NC(C)C)CCOCCOCC1,0.3,-20.9,-10.4,x,-11.9,-1.8[fluorescence artefact?],-0.4,0.6,-8.0
CCOC(=O)N1CCC(NC(=O)CCN2C(=O)COc3ccccc32)CC1,1.0,-3.9,1.6,0.775,-1.4,1.5,0.1,-1.2,-9.5
COc1ccc(CNC(=O)CN(Cc2ccc(Cl)cc2)S(=O)(=O)c2ccccc2)cc1,0.0,25.0,3.1,-0.594,-24.6,-9.2,-0.7,-1.3,12.7
CCS(=O)(=O)N1CCC(C(=O)NCCc2ccc(C)cc2)CC1,0.0,-21.1,7.0,x,-24.1,4.5,0.1,-0.2,-4.3
COc1ccc(C(=O)C2CCN(S(=O)(=O)c3ccc4c(c3)OCCO4)CC2)cc1,0.3,14.1,x,x,7.7,2.5,1.2,-0.9,-20.3
CN(C)c1ncc(C2=C(Cl)C(=O)C(N3CCCC3)=C(Cl)C2=O)s1,32.3,-131.5,-8.9,-1.96,x,53.1*[fluorescence artefact?],0.7,-13.6,-37.2
O=C(O)c1cccc(Nc2c([N+](=O)[O-])c(=O)oc3ccccc23)c1,0.5,-7.6,7.7,-0.218,-9.3,-1.5,0.8,-0.6,-11.1
NC(N)=N/N=C/c1ccc(OCc2ccccc2Cl)cc1,-0.8,20.4,-9.7,x,-20.4,-0.2[fluorescence artefact?],-0.6,-25.8,0.9
Cc1ccc(S(=O)(=O)NC2c3cccc4cccc(c34)C2Sc2ncccn2)cc1 (centres undefined),0.4,-10.7,x,-3.11,-5.4,-3.0,-0.5,0.4,-7.8
Oc1ccc(/C=C/c2cnccn2)cc1,2.0,17.9,11.8,0.427,-8.5,-6.8,1.6,2.8,-3.9
Cc1cc(-c2n[nH]c(=S)n2CC(C)C)cs1,0.7,14.7,-4.8,2.34,-18.3,-4.3[fluorescence artefact?],1.6,1.3,-14.7
SMILES,L929 necroptosis,Calpain2 inh,Rad51 HR inh,KCC2 mod,MDM2 E3 inh,eIF4E-4G inh,PERK inhibitor,TNF necrop inh,EBV gp42 block
COc1ccc(-n2c(CNC(=O)c3cccs3)n[nH]c2=S)cc1,0.6,5.6,2.8,-0.437,-10.8,2.3,0.1,0.8,-13.5
COc1cc(S(=O)(=O)n2nc(C)cc2C)c(OC)cc1Cl,0.3,15.2,5.4,-0.688,-8.6,-3.3,0.2,-0.5,-5.4
O=S(=O)(NCCCc1ccccc1)c1ccc(Cl)cc1,1.1,24.3,-7.6,-1.36,-8.2,2.5,1.3,2.3,-12.3
COC(=O)c1ccc(CSc2nnnn2-c2ccc(C)cc2C)o1,-0.4,-20.6,0.6,-0.131,-10.0,2.0,0.6,-3.7,-27.0
COc1ccccc1OCc1cc(-c2ccccc2)no1,0.1,25.1,19.9,-0.494,-3.4,-0.7,0.3,1.2,4.6
Cc1cnc(NC(=O)CSc2nc3ccccc3c(=O)[nH]2)s1,-0.3,1.9,-4.9,x,-12.0,4.8,-0.3,1.1,2.0
CCS(=O)(=O)N1Cc2ccccc2CC1C(=O)NC(C)C12CC3CC(CC(C3)C1)C2 (centres undefined),-0.2,-35.7,0.0,x,-13.9,-17.7[fluorescence artefact?],-2.0,-0.1,-30.6
Cc1ccc(S(=O)(=O)NC(=O)N2CCCC(C)(C)C2)cc1,0.2,-17.9,5.2,-0.199,9.4,-22.2,0.7,-1.2,-9.2
Cc1nnc2n(-c3ccccc3)c(=O)c3c4c(sc3n12)COC(C(C)C)C4 (centres undefined),0.7,-13.8,-1.9,0.662,-14.5,4.2[fluorescence artefact?],-0.6,-1.9,-8.2
CC(C)(C)c1ccc(C(=O)N2CCCN(C(=O)c3ccc(C(C)(C)C)cc3)CC2)cc1,0.4,-4.2,6.1,-0.618,-0.9,3.2,-0.1,5.9,-1.0
CCN(CC)Cc1csc(C(N)=O)c1,0.4,-25.1,0.9,1.8,x,1.7[fluorescence artefact?],0.8,-1.4,-10.1
CCCCn1c(SCC(=O)Nc2cccc(OC)c2)nc2ccc(N3CCOCC3)cc2c1=O,-0.5,-271.4,-2.0,2.97,-2.3,0.9,-0.6,7.5,-5.1
NC(=O)CN(c1ccccc1)C1SC(=O)N(Cc2ccccc2)C1=O (centres undefined),0.6,-5.7,0.0,1.13,-12.8,-2.8,1.5,-0.4,-28.8
CCOC(=O)c1cccc(NC(=O)CCOc2ccccc2)c1,4.6,15.7,4.3,-0.808,-6.5,1.7,-0.2,1.4,-16.8
Cc1cc(NC(=O)CSCCc2ccncc2)no1,x,10.5,x,-0.397,x,7.2[fluorescence artefact?],-0.1,1.5,-2.2
Nc1ccc2nc(-c3ccccn3)[nH]c2c1,-0.5,-39.6,13.1,-0.0229,-6.8,3.7,0.6,-8.1,-11.5
CC(C)Oc1ccc(Cc2c(O)nc(NCCCN(C)C)[nH]c2=O)cc1,0.2,12.6,-2.5,-0.158,-4.7,-0.6,1.5,-1.1,-21.4
COc1cccc(NC(=O)c2ccccc2-c2nc(-c3ccc(F)cc3)no2)c1,0.1,19.6,2.3,-0.0843,-2.4,-8.0,-0.4,-1.2,-3.6
CC1(C)C2CCC(C2)C1(C)NC(=O)CNCc1cccs1 (centres undefined),0.9,-0.7,-1.3,-0.259,-8.8,3.2,0.7,0.4,-18.8
Cc1ccccc1OCC(=O)OC1CCN(C)CC1,0.0,-13.5,-1.1,0.199,5.1,3.1[fluorescence artefact?],0.9,-0.5,-11.9
N/C(=N\OC(=O)CCCOc1ccccc1)c1ccc(Br)cc1,0.5,1.0,-3.1,-0.132,0.0,-4.0[fluorescence artefact?],1.8,-2.3,-16.3
COc1ccc(C2CC(=O)Oc3c(C(CCN4CCCCC4)c4ccc(N(C)C)cc4)c(OC)cc(OC)c32)cc1 (centres undefined),-0.7,-38.2,0.6,-0.0157,0.0,-1.9,x,-1.3,-10.3
COc1ccc(NC(=O)c2cc(Cl)ccc2Cl)c([N+](=O)[O-])c1,0.0,-4.7,-0.3,x,-8.5,4.9,0.1,1.0,-6.2
Nc1c(C(=O)NCc2ccccc2)nnn1Cc1cccc(Cl)c1,2.8,19.2,8.2,-1.02,-29.9,1.1,-0.7,-4.9,-10.2
O=[N+]([O-])c1ccc(-n2nnnc2-c2ccccc2)c([N+](=O)[O-])c1,-1.6,25.4,x,1.8,-10.1,-1.3,-0.3,-10.5,-0.8

# The final 3 compounds of the part before come first, to join the parts.
SMILES,L929 necroptosis,Calpain2 inh,Rad51 HR inh,KCC2 mod,MDM2 E3 inh,eIF4E-4G inh,PERK inhibitor,TNF necrop inh,EBV gp42 block
COc1ccc(NC(=O)c2cc(Cl)ccc2Cl)c([N+](=O)[O-])c1,0.0,-4.7,-0.3,x,-8.5,4.9,0.1,1.0,-6.2
Nc1c(C(=O)NCc2ccccc2)nnn1Cc1cccc(Cl)c1,2.8,19.2,8.2,-1.02,-29.9,1.1,-0.7,-4.9,-10.2
O=[N+]([O-])c1ccc(-n2nnnc2-c2ccccc2)c([N+](=O)[O-])c1,-1.6,25.4,x,1.8,-10.1,-1.3,-0.3,-10.5,-0.8
O=C(O)C1CC=CCC1C(=O)NCCCCc1ccccc1 (centres undefined),1.3,-23.0,-9.3,0.425,9.2,1.8,0.9,-0.4,4.0
CCOC(=O)CN(C)C(=O)CCc1nnc(-c2ccsc2)o1,1.2,-25.6,8.8,0.563,15.7,-0.5,1.1,-0.3,-9.3
c1nc(N2CCOCC2)c2c3c(sc2n1)CCCC3,0.1,-17.2,-2.9,0.0494,6.2,2.9,0.1,-1.2,-8.2
CCCC(NS(=O)(=O)c1ccc(Br)cc1)C(=O)O (centres undefined),0.3,x,-2.5,1.54,-7.4,x,2.4,0.3,x
CCCCc1ncc(CN2CCC(CC3CCCCO3)(C(=O)OCC)CC2)[nH]1 (centres undefined),-1.4,14.7,5.0,1.32,-5.2,-0.4,0.3,0.4,-25.4
Cc1ccc(C)c(NC(=O)/C(C#N)=C/c2ccc(Sc3nncn3C)c([N+](=O)[O-])c2)c1,-0.1,-30.0,-4.3,-0.322,-4.3,-3.5,0.0,0.8,7.7
NNC(=S)NC1CCCCC1,0.5,-15.3,-28.5,-0.0666,-9.8,-1.1,0.6,0.6,-11.5
Cc1ccc(NC(=O)C(=O)NCc2ccc(/C=N/NC(=O)c3c(C)nc4cc(C)ccn34)o2)cc1,0.8,-87.8,28.7,-0.901,-18.1,6.8,0.3,0.4,-19.9
CN(C)/C=C/C(=O)c1ncc(C(F)(F)F)cc1Cl,1.9,16.6,14.1,0.755,-10.7,0.5,0.1,0.4,-13.4
Cc1ccc(S(=O)(=O)N(C)C)cc1NC(=O)CSc1ncc(C(F)(F)F)cc1Cl,0.8,-2.9,3.5,-0.36,-15.1,-1.8[fluorescence artefact?],-0.9,0.5,-17.9
